Screening results from PubChem.
SKKanGAS inh: blocks kanamycin growth of S. pyogenes SKKanGAS strain; BacTiter-Glo, 6 h; inhibition, % at 7.5 µM; 300,000 compounds, 1.3% hits; AID 1662;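 active = mean replicate score, as percent of positive control median, at least 50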;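 note: strain carries kanamycin resistance gene driven by streptokinase promoter and grows in 40 µg/ml kanamycin; loss of luminescence reflects streptokinase promoter inhibition or plain growth inhibition; 0% = median of DMSO wells and 100% = positive control at its reference dose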
TRPC4 potent: TRPC4 (mouse) allosteric potentiation; 310,000 compounds, 0.42% hits; B-score at 10 µM; AID 2227; HEK293 TRPC4beta/mu-opioid, DAMGO EC20, Fluo-4 Ca2+ flux; hits give high values;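 active = B-score of calcium response area above 5 SD of library B-scores, with initial fluorescence ratio within 5 SD of library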;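 note: B-score of integrated fluorescence ratio over time as area under calcium response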
Target sequence (Q9QUQ5 whole entry, looked up): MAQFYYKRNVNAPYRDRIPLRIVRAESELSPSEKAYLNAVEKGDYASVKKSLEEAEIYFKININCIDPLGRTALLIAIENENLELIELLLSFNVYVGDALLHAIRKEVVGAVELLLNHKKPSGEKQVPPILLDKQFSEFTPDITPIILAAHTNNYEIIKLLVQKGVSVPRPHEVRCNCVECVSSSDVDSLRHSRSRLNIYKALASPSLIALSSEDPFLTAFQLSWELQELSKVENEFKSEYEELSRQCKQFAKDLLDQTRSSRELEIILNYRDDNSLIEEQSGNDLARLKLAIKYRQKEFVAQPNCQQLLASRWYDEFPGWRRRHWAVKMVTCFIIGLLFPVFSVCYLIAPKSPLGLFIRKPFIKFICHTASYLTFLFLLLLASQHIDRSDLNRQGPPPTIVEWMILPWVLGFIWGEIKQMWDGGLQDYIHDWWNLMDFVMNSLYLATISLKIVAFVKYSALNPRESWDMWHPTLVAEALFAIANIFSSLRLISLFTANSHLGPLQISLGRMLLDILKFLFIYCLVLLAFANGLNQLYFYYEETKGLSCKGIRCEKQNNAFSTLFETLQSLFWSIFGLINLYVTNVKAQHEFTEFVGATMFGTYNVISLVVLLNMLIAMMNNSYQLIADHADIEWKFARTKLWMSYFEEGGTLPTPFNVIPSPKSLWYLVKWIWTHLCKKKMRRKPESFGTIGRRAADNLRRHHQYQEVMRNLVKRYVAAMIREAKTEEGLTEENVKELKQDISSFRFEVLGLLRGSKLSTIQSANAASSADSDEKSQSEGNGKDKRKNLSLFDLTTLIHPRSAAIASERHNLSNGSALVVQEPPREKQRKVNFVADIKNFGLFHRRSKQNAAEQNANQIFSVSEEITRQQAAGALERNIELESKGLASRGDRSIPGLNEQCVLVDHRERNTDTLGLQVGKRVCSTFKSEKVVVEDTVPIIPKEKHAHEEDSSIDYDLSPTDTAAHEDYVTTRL
TRPC6 inh: blocks the mouse TRPC6 cation channel. Q61143. HEK293-TRPC6, membrane potential dye, ACh-evoked depolarization; hits give low values. B-score at 10 µM. 310,000 compounds, 1.1% hits. AID 2553;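 active = B-score under library mean minus 3 SD, initial fluorescence not abnormally high, positive integrated signal ratio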;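 note: B-score derived from integrated fluorescence ratio over the kinetic read; more negative B-score means stronger inhibition of depolarization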
aSyn 5UTR inh: MLPCN primary screen, SNCA 5' untranslated region; alpha-synuclein 5'UTR reporter, inhibitor activity; inhibition, % (tested at 7.5 µM); 300,000 compounds, 0.82% hits; AID 1813; in the data active = inhibition above about 60%;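 note: H4 neuroglioblastoma cells stably carrying SNCA 5'UTR luciferase fusion; 0% = DMSO wells and 100% = positive control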
TRPC4 block: blocks the mouse TRPC4 cation channel. Q9QUQ5. HEK293 TRPC4beta/mu-opioid, DAMGO-evoked Fluo4 calcium flux; hits give low values. B-score at 10 µM. 300,000 compounds, 0.39% hits. AID 2247;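 active = B-score over 3 SD under the library average, no early fluorescence shift, positive overall ratio signal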
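System: stable TRPC4beta/mu-opioid receptor HEK293 cells; Dosing: single-point compound dosing; Measured by: Fluo4 Ca2+ flux fluorescence; Read-out basis: per-well B score of integrated baseline-normalized Fluo4 ratio.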
KLF5 inhibitor: suppresses KLF5 promoter-driven expression; DLD-1 KLF5 promoter-luciferase reporter, luminescence; inhibition, % at 5 µM; 290,000 compounds, 0.23% hits; AID 1700;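 active = inhibition above a per-plate limit of that plate's mean compound inhibition plus 3 SD, cut at about 60% in these data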;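 note: 0% = DMSO wells and 100% = LY294002 at 200 µM; higher means less KLF5 promoter-driven luciferase light; inactives centre near -14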
TRPC4 agonist: activators of mouse TRPC4 channel; Q9QUQ5; HEK293 TRPC4beta/mu-opioid, Fluo4 calcium fluorescence; hits give high values; AID 2237; B-score at 10 µM; 310,000 compounds, 0.49% hits;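 active = B-score above 5 SD of library B-scores, and initial fluorescence ratio not above library mean plus 5 SD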;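 note: positive B-score marks a calcium rise read as TRPC4 activation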
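Incubation: 45 min room-temperature Fluo4 loading, 110 s read / System: HEK293 cells stably co-expressing mouse TRPC4beta and mu-opioid receptor / Signal: Fluo4 fluorescence, kinetic / Control set: buffer (low) and maximal DAMGO (high) / Measure: integrated baseline-normalised fluorescence ratio, converted to per-well B score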
MrgX1 antagonist: human MrgX1 receptor antagonism, primary screen | Q96LB2 | MRGX1-HEK293 calcium flux, Fluo-4, BAM8-22 antagonism; hits give low values | B-score at 10 µM | 310,000 compounds, 1.3% hits;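 active = calcium-response B-score plate-corrected more than 3 library SD below zero, starting fluorescence within 5 deviations, no agonist response on first addition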;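 note: peak minus trough fluorescence over baseline after final BAM8-22 challenge near maximal dose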
IEC-6 tox: counter-screen for KLF5 inhibitors: cytotoxicity in IEC-6 cells; IEC-6 cytotoxicity, luminescence viability; inhibition, % at 5 µM; 290,000 compounds, 0.78% hits; in the data active = inhibition above about 22%;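 note: 0% = plate median of test compound wells and 100% = cytotoxic reference compound wells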
TRPC6 act: mouse TRPC6 channel activation; HEK293-TRPC6 membrane potential dye fluorescence; hits give high values; B-score at 10 µM; 310,000 compounds, 0.13% hits; AID 2550;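 active = B-score of the integrated fluorescence ratio above library mean plus 3 SD, and starting fluorescence ratio within library mean plus 5 SD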;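 note: higher score means more depolarization so channel activation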
HIF act: HIF pathway transcriptional activation. activation, % at 7.5 µM (by protocol). U2OS HRE-luciferase reporter, luminescence; normalized: DMSO 0%, desferrioxamine 100%. AID 1910. 300,000 compounds, 0.32% hits;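 active = mean activation of at least 10% of the iron chelator positive control signal, with at least half of replicates also reaching 10%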
An asterisk follows results filed as active; i = inactive; / = not tested or not shown.

SMILES	SKKanGAS inh	TRPC4 potent	TRPC6 inh	aSyn 5UTR inh	TRPC4 block	KLF5 inhibitor	TRPC4 agonist	MrgX1 antagonist	IEC-6 tox	TRPC6 act	HIF act
NC(=O)[C@H](Cc1cc2ccccc2s1)NC(=O)[C@@H]1CC2(CC(c3cccc(NC(=O)[C@@H]4CCC(=O)N4)c3)=NO2)CN1C(=O)c1ccccc1 (stereo partly specified)	8	i	i	-6	i	-39	i	i	-7	i	0.1
O=C(NCc1ccccc1)c1nc(-c2cccs2)no1	/	i	i	-59	i	-23	i	i	-4	i	0.8
COC(=O)c1ccc(N2C(=O)C3CC=CC(C)C3C2=O)cc1 (stereo unspecified)	-24	i	i	28	i	6	i	i	-5	i	0.3
CCn1c2ccccc2c2cc(NC(=O)c3cc(C)on3)ccc21	-3	i	i	-38	i	-34	i	i	4	i	2.0
Clc1ccccc1Sc1ccc(-c2ccccn2)s1	62*	i	i	15	i	3	i	i	9	i	-0.3
Cc1ccc(C(=O)COC(=O)C2CCC2)cc1	2	i	i	-4	i	-12	i	i	2	i	1.0
O=C(COC(=O)CCCSc1nc2ccccc2[nH]1)Nc1cccc(F)c1	-1	i	i	23	i	2	i	i	2	i	0.0
CCOc1ccc2c(c1)c(=O)c(S(=O)(=O)c1ccc(CC)cc1)cn2C	3	i	i	-11	i	-42	i	i	0	i	0.0
O=C(c1cccnc1)C1CCCN(Cc2nc(Cc3ccccc3)no2)C1 (stereo unspecified)	8	i	i	2	i	-37	i	i	-1	i	-0.5
Cc1nc2ccccc2c(=O)n1NC(=O)/C=C/c1ccccc1Cl	5	i	i	-138	i	17	i	i	-3	i	-0.2
CC1CC2=C(C(=O)O1)C(C)Nc1ccccc1N2 (stereo unspecified)	1	i	i	3	i	-6	i	i	2	i	-0.3
Cc1cc(C)cc(N2CCCn3c2nc2c3c(=O)n(CCN3CCOCC3)c(=O)n2C)c1	12	i	i	22	i	-27	i	i	6	i	0.2
Cc1ccc(-c2nnn(CC(=O)N(Cc3ccc(F)cc3)C(C(=O)NC3CCCC3)c3ccncc3)n2)o1 (stereo unspecified)	8	i	i	-11	i	-35	i	i	1	i	0.8
CC(C)(C)OC(=O)N1CC(O)CC1C(=O)OCC(=O)c1ccccc1 (stereo unspecified)	1	i	i	0	i	-11	i	i	-1	i	0.0
O=C(Nc1ccccc1C(=O)NC(Cc1c[nH]c2ccccc12)C(=O)O)c1ccco1 (stereo unspecified)	-2	i	i	19	i	-23	i	i	-4	i	0.0
O=C(CN1C(=O)S/C(=C\c2ccc(-c3cc(C(=O)O)ccc3Cl)o2)C1=O)Nc1ccc2c(c1)OCO2	/	i	i	/	i	-23	i	i	-14	i	/
Cc1c(C(=O)OCCOC(C)C)[nH]c2c1C(=O)CC(c1ccco1)C2 (stereo unspecified)	-1	i	i	36	i	77*	i	i	89*	i	1.5
Cc1[nH]n(-c2ccccc2)c(=O)c1C=Nc1cccc2cccnc12	-5	i	i	-2	i	7	i	i	23*	i	-2.2
O=C1/C(=C/c2cccnc2)SC(=S)N1C1CCS(=O)(=O)C1 (stereo unspecified)	-1	i	i	3	i	15	i	i	-6	i	-0.7
COc1ccnc2c1c(=O)n(Cc1ccc(F)cc1)c(=O)n2C	7	i	i	-16	i	-8	i	i	-4	i	-0.1
CC(C)(C)NC(=O)CN(Cc1cccs1)C(=O)c1csnn1	2	i	i	-28	i	11	i	i	0	i	-0.4
CCOc1ccc(C(=O)NC(=S)N2CCN(c3ccc(C(F)(F)F)cc3[N+](=O)[O-])CC2)cc1	2	i	i	-2	i	-31	i	i	-9	i	0.0
Cc1ccc(C)c(-n2c(CNC(=O)c3ccco3)nnc2SCC(=O)N2CCc3ccccc32)c1	2	i	i	-19	i	-12	i	i	-2	i	0.0
C/C(=N\O)C1(C)N(O)C(C)(C)C(c2ccc(F)cc2)=[N+]1[O-] (stereo unspecified)	0	i	i	8	i	-11	i	i	-4	i	-0.2
CSc1ncc(CN2CCN(CC=C(C)C)C(CCO)C2)cn1 (stereo unspecified)	-2	i	i	17	i	12	i	i	0	i	-0.5
Continuation:
SMILES	SKKanGAS inh	TRPC4 potent	TRPC6 inh	aSyn 5UTR inh	TRPC4 block	KLF5 inhibitor	TRPC4 agonist	MrgX1 antagonist	IEC-6 tox	TRPC6 act	HIF act
COc1ccc(Cc2nc3ccc(C(=O)NCc4cc(C)no4)cc3o2)cc1OC	0	i	i	4	i	-44	i	i	4	i	0.1
COc1ccc(Cl)cc1NC(=O)C12CCC(C)(C(=O)O1)C2(C)C (stereo unspecified)	3	i	i	-1	i	-7	i	i	3	i	-0.5
CCc1cccc2c(C(=O)CN3C(=O)NC4(CCc5ccccc54)C3=O)c[nH]c12 (stereo unspecified)	14	i	i	31	i	/	i	i	/	i	0.0
O=C(NN/C(=N/S(=O)(=O)c1ccc(Cl)cc1)c1ccccc1)c1ccc(O)cc1	2	i	i	-112	i	-152	i	i	0	i	2.7
CN(CC(=O)OCC(=O)NCC(F)(F)F)S(=O)(=O)c1ccc(Cl)cc1	-12	i	i	5	i	0	i	i	3	i	0.2
CC(=O)Nc1ccc(S(=O)(=O)NC(CSc2ccc(C(=O)O)cc2[N+](=O)[O-])C(=O)O)cc1 (stereo unspecified)	-8	i	i	-9	i	-17	i	i	-6	i	1.8
Cc1cccc(NC(=O)c2sc(NC(=O)c3ccco3)c(C#N)c2C)c1C	11	i	i	-44	i	-18	i	i	-4	i	0.0
O=C(CSc1cn(CC(=O)N2CCCCCC2)c2ccccc12)NCC1CCCO1 (stereo unspecified)	-2	i	i	7	i	9	i	i	3	i	-0.8
COc1cccc(NC(=O)CN(C)S(=O)(=O)c2ccc3c(c2)n(C)c(=O)c(=O)n3C)c1	-4	i	i	-28	i	-11	i	i	3	i	-0.4
N#CCC(CNc1ncc(C(F)(F)F)cc1Cl)OC(=O)c1ccc(Cl)cc1 (stereo unspecified)	-2	i	i	-14	i	-8	i	i	2	i	0.5
CCn1c(=NC(=O)c2ccc(N3C(=O)CCC3=O)cc2)sc2c(OC)ccc(OC)c21	23	i	i	-7	i	-17	i	i	-1	i	0.1
Cc1cccc(CNc2ccc(C(CC(N)=O)NC(=O)c3cccc(Br)c3)cc2[N+](=O)[O-])c1 (stereo unspecified)	7	i	i	15	i	/	i	i	/	i	-1.4
COc1ccc(CN2C(=O)NC3(CCCCCC3)C2=O)cc1F	2	i	i	-5	i	/	i	i	/	i	-1.9
COc1ccc(Cl)cc1NC(=O)c1ccco1	-4	i	i	3	i	-16	i	i	-4	i	-0.5
CCOC(=O)c1[nH]cnc1C(=O)Nc1ccc(Cl)cc1	-1	i	i	10	i	-20	i	i	0	i	-1.5
Cc1cc(/C=C2\C(=N)N3N=C(c4ccco4)SC3=NC2=O)c(C)n1Cc1ccccc1	47	i	i	23	i	-13	i	i	-6	i	-0.6
COCc1ccc(C(=O)N2CCCC(C(=O)c3cc(F)ccc3F)C2)s1 (stereo unspecified)	-6	i	i	10	i	1	i	i	3	i	-0.5
CCOC(=O)c1c(-c2cccs2)csc1NC(=O)CN1CC(C)OC(C)C1 (stereo unspecified)	2	i	i	46	i	10	i	i	1	i	0.6
CC1CCCCC12NC(=O)N(CC(=O)Nc1ccccc1N1CCOCC1)C2=O (stereo unspecified)	-3	i	i	-7	i	16	i	i	-1	i	0.3
CN(C(=O)C1CCC(=O)N(Cc2cccc(F)c2)C1)C1CCCCC1 (stereo unspecified)	-5	i	i	-126	i	-113	i	i	0	i	7.1
O=C(Nc1ccc(N2CCOCC2)nc1)c1cccs1	-2	i	i	-104	i	-83	i	i	5	i	4.0
COc1ccccc1/C=C/C(=O)NCC(=O)N/N=C/c1ccc(C)o1	3	i	i	-1	i	-22	i	i	-2	i	-0.4
Cc1ccc(SCCc2ccc(C)nc2)cc1	0	i	i	-40	i	-51	i	i	-2	i	0.7
COC(=O)c1c(NC(=O)CC2SCC(C(=O)OC)NC2=O)sc2c1CCCC2 (stereo unspecified)	-7	i	i	-16	i	7	i	i	0	i	-0.3
COc1ccccc1NS(=O)(=O)c1cc(NC(=O)c2cccs2)ccc1N1CCOCC1	35	i	i	11	i	-5	i	i	-17	i	-0.1
(further entries)
SMILES	SKKanGAS inh	TRPC4 potent	TRPC6 inh	aSyn 5UTR inh	TRPC4 block	KLF5 inhibitor	TRPC4 agonist	MrgX1 antagonist	IEC-6 tox	TRPC6 act	HIF act
Cc1ccc(NC(=O)COc2ccc(/C(N)=N/O)cc2)cc1C	-1	i	i	-12	i	7	i	i	0	i	-0.3
O=C(CCCC(=O)OCC(F)(F)C(F)F)Nc1ccccc1F	1	i	i	13	i	2	i	i	-4	i	-0.2
CC1CCCC(C)N1/N=C/c1ccc(Cl)cc1 (stereo unspecified)	0	i	i	-3	i	-40	i	i	-3	i	0.1
Cc1ccc(-c2cn3c(=O)cc(C)[nH]c3n2)cc1	13	i	i	-61	i	-83	i	i	-2	i	1.0
Cc1cnc(NC(=O)CSc2c(Cl)cccc2Cl)s1	16	i	i	5	i	-49	i	i	0	i	0.1
O=C(NCCCN1CCOCC1)C(c1ccccc1)c1ccccc1	1	i	i	2	i	-32	i	i	3	i	-2.6
CC(=O)c1ccc(-n2c(C)ccc2-c2ccccc2)cc1	3	i	i	-109	i	-66	i	i	-2	i	2.9
CCn1cc(C(=O)N2CCOCC2)c(=O)c2cc(S(=O)(=O)N(C)C)ccc21	-5	i	i	-6	i	-28	i	i	3	i	0.0
O=c1[nH]c(Cc2ccc(Cl)cc2)nc2ccccc12	-24	i	i	31	i	-26	i	i	3	i	0.0
C=CCNc1oc(COc2ccc(C)cc2)nc1C#N	0	i	i	-51	i	-61	i	i	1	i	1.2
COc1ccc(CNC(=O)C2(CC3CC(c4ccccc4)=NO3)CCN(C(=O)c3cccc(O)c3)CC2)cc1 (stereo unspecified)	12	i	i	14	i	/	i	i	/	i	-0.2
CCCCn1c(CN2CCOCC2)nc2c1c(=O)n(C)c(=O)n2C	-5	i	i	-20	i	0	i	i	0	i	-0.3
C/C(=N\NC(=O)c1ccn[nH]1)c1cn(C)nc1C	-7	i	i	-98	i	-36	i	i	-2	i	2.3

Some of the entries so far, with values under each structure:
Order of values – SKKanGAS inh, TRPC4 potent, TRPC6 inh, aSyn 5UTR inh, TRPC4 block, KLF5 inhibitor, TRPC4 agonist, MrgX1 antagonist, IEC-6 tox, TRPC6 act, HIF act
Cc1ccc(-c2cn3c(=O)cc(C)[nH]c3n2)cc1
    13, i, i, -61, i, -83, i, i, -2, i, 1.0
Cc1cnc(NC(=O)CSc2c(Cl)cccc2Cl)s1
    16, i, i, 5, i, -49, i, i, 0, i, 0.1

The order is random. Share with any hit: about 5.8%.
